APJ antag: antagonists of human apelin receptor APJ, primary screen, CHO-K1 cells, beta-arrestin complementation, luminescence | AID 2521, 2010 | P35414 | 0.32% of 330,000 active | inhibition, % at 20 µM;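 active = inhibition above about 40% at 20 µM, limit read from the data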;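 also: cells challenged with 10 nM apelin-13 agonist together with compound; plate controls were apelin-13 plus DMSO wells for no effect and DMSO wells lacking apelin-13 for full effect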
Target sequence (P35414 whole entry, looked up): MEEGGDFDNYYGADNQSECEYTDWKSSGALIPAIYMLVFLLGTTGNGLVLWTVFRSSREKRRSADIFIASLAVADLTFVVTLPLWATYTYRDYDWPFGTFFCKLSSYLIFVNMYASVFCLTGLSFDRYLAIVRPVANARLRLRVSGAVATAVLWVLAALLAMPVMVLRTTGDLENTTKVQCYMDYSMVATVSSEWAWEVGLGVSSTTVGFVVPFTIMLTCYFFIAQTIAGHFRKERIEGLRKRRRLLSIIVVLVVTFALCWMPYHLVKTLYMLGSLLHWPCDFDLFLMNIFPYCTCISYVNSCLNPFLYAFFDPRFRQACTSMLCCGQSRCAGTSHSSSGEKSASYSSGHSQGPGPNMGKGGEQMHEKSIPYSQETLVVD
CXCR6 inh: CXCR6 receptor inhibitors, primary screen, cell-based, beta-arrestin, luminescence, CHO-K1 PathHunter, 1536-well; C-X-C chemokine receptor type 6 (Homo sapiens), O00574; inhibition, % at 20 µM; 0.36% of 360,000 active; AID 602244, 2012; in the data active = inhibition above about 34%, passing the limit was not always enough;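 also: antagonist mode with CXCL16 agonist at 10 nM final; 0% = 10 nM CXCL16 with DMSO and 100% = unstimulated wells without agonist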
EBI2 block: EBI2 receptor antagonists, beta-arrestin recruitment, primary screen, cell-based, luminescence, 7a,25-OHC stimulation, uHTS. inhibition, % at 5 µM. 0.81% of 360,000 active. AID 651636, 2012. 7a,25-OHC stimulated; in the data active = inhibition above about 38%;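 also: enzyme fragment complementation signal reports receptor beta-arrestin coupling in cells; 0% = agonist plus DMSO wells and 100% = wells without agonist; some results beyond the cut were filed as inactive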
Target sequence (P32249 whole entry, looked up, the tested form may be a part): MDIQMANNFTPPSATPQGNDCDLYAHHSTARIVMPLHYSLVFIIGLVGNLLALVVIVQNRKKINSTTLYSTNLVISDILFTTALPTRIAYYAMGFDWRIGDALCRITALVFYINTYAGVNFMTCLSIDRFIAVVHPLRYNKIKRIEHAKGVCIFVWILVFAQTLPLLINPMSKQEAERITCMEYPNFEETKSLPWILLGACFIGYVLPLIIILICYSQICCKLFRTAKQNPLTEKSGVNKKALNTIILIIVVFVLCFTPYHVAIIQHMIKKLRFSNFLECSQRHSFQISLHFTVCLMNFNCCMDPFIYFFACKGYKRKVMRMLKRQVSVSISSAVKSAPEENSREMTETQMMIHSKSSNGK
Jurkat NFkB inh: inhibitors of induced NF-kB luciferase reporter, primary screen, TCR NF-kB activation inhibitor project, cell-based, luminescence, uHTS; inhibition, % at 4 µM; Jurkat, PMA/ionomycin-induced NF-kB luciferase reporter; 0.53% of 330,000 active; AID 435003, 2010; in the data active = inhibition above about 50%
697 NFkB inh: inhibitors of PMA/ionomycin-induced NF-kB reporter, 697 cells, primary screen, B-cell NF-kB inhibitor project, cell-based, luminescence, uHTS | AID 435022, 2010 | 0.33% of 330,000 active | inhibition, % at 4 µM | 697 B-cell NF-kB luciferase reporter, 16 h; in the data active = inhibition above about 35%
CCR6 antagonist: CCR6 receptor antagonists, primary screen, cell-based, CHO-K1, luminescence, beta-arrestin, uHTS | C-C chemokine receptor type 6 (Homo sapiens), P51684 | CHO-K1 CCR6 PathHunter beta-arrestin, CCL20-stimulated | inhibition, % at 20 µM | 0.49% of 340,000 active | AID 493098, 2011;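 active = compounds whose inhibition of the agonist-driven luminescence signal at 20 µM reaches about 50%, limit read from the data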;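 also: cells stimulated with CCL20 at 14 nM final; plate controls were DMSO with CCL20 for no effect and DMSO without agonist for full effect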
UBC13 inh: UBC13 polyubiquitin chain formation inhibitors, primary screen, biochemical, TR-FRET, uHTS | inhibition, % at 20 µM | 0.47% of 330,000 active; in the data active = inhibition above about 45%, passing the limit was not always enough
Target sequence (P61088 whole entry, looked up): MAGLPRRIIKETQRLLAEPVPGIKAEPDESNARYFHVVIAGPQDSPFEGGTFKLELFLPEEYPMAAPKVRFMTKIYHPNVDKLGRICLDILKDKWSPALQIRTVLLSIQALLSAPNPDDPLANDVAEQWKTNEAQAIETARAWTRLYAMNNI
Gli-Sufu antag: Gli-Sufu pathway antagonists, primary screen, luciferase luminescence, Sufu-KO-LIGHT cells, uHTS. AID 588413, 2011. Sufu-KO-LIGHT fibroblasts, Gli luciferase reporter luminescence. 0.74% of 340,000 active. inhibition, % at 5 µM;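 active = inhibition above about 55%, limit read from the data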;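 also: 0% = DMSO-treated cells and 100% = wells with medium but no cells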
Numbers without * were called inactive; x = not tested or not shown.

SMILES	APJ antag	CXCR6 inh	EBI2 block	Jurkat NFkB inh	697 NFkB inh	CCR6 antagonist	UBC13 inh	Gli-Sufu antag
CCN(CC)C(=O)[C@H]1CC(CC(=O)NCCc2ccccn2)C(=O)N2CCc3c([nH]c4ccccc34)[C@]12C (stereo partly specified)	-6	-3	-3	4	0	3	11	-4
CC(C)c1ccc(C(=O)NNC(=O)c2n[nH]c(=O)c3ccccc23)cc1	-13	-19	-23	0	7	15	11	-7
O=C(CN1C2=NCCN2c2ccccc21)C12CC3CC(CC(C3)C1)C2	-22	10	7	-9	-20	11	15	12
CSCc1ccc(C(=O)NCc2ccccc2)cc1	-9	-6	15	-16	-40	6	-2	-3
Clc1ccc(/C=N/c2c(-c3ccc(Cl)cc3)nc3n2CCS3)cc1	-13	4	3	14	-21	21	-17	-17
O=C(OCc1cc(Cl)ccc1OC(F)F)c1ccc([N+](=O)[O-])o1	-48	x	x	17	10	x	-6	x
COc1ccc(C(=O)NCC2(c3ccccc3)CCCC2)c(OC)c1	13	4	19	8	-8	15	12	14
COc1cc(CCCN2C(N)=NC[C@H]2Cc2ccc(O)cc2)cc(OC)c1OC	-7	-6	6	2	15	3	-7	4
CC12CN3CC(C)(CN(C1)C3c1ccccc1)C2O (stereo unspecified)	4	1	-1	13	25	6	-1	-8
O=C(CSc1n[nH]c(-c2ccccc2)n1)NC1CCCCC1	15	-3	1	5	21	-4	2	-9
COc1ccc(NS(=O)(=O)c2cccc(C(=O)NNC(=O)CNC(=O)c3ccccc3Cl)c2)cc1	x	-4	6	x	x	6	x	-9
COc1ccccc1NC(=O)C(=O)/C=C(\O)c1ccccc1	-1	13	-9	-26	-33	19	-9	4
CC(=O)Oc1ccc2oc3c(c2c1)C(=O)CCC3	-1	-14	2	6	7	8	-6	0
Cc1cc(NC(=O)CSc2nccn2-c2cccc(C)c2C)no1	6	-4	2	7	-29	4	-12	-8
CCOC(CCNC(=O)c1cn(-c2cccc(C)n2)cn1)OCC	23	-19	-4	-1	-12	-18	6	-7
O=C(C1=C[C@H](c2ccc(C(F)(F)F)cc2)C[C@H](OCc2ccc(CO)cc2)O1)N1CCCCCCC1	2	3	15	-5	6	23	-1	7
Cc1cccc(C(=O)N2CCc3cc(-c4csc(NC(=O)CN5CCCC5)n4)ccc32)c1	6	-5	9	8	-2	9	8	12
Cn1c(Cc2cccs2)nnc1SCC(=O)Nc1ccc(C(N)=O)cc1	-36	2	-8	-8	-2	-3	-6	-3
Cc1cc(Cl)c(S(=O)(=O)Nc2ccc3c(c2)OCCO3)cc1OCC(=O)NC1CCCCC1	5	-2	16	7	9	-1	3	11
CC(C)(CO)NC(=S)NCc1ccco1	-10	-2	-7	5	-6	-4	-13	1
CCOC(=O)c1sc(=NC(=O)c2ccc(C)c(C)c2)n(C)c1C	9	-2	-2	-95	-118	14	8	-78
Cc1ccc(-n2c(SCC(=O)N3CC(=O)Nc4ccccc43)nc3ccccc3c2=O)cc1C	18	12	15	3	7	27	-10	6
CCN1C(=O)N[C@@H](c2ccccc2)C(C(=O)OC)=C1C	1	12	-6	10	0	4	-7	-6
Cc1ccc(CSC2=Nc3ccccc3C3=NC(CC(=O)NCc4ccco4)C(=O)N23)cc1 (stereo unspecified)	-15	6	2	-30	-61	8	2	-4
Cc1cccc(N(Cc2cc(=O)[nH]c3ccccc23)C(=O)CCl)c1	10	-2	-2	7	-55	-3	3	9
CC(C)(C)NC(=O)CN(C(=O)CNS(=O)(=O)c1ccccc1)c1ccc2c(c1)OCCO2	13	2	0	7	-6	-6	-2	5
CN(C)C(CNC(=O)C1CCN(S(=O)(=O)c2cc(Cl)ccc2Cl)CC1)Cc1ccccc1 (stereo unspecified)	x	6	0	x	x	15	x	13
CC(=O)Nc1ccc(-c2csc(NC(=O)Nc3ccccc3)n2)cc1	x	-6	-30	x	x	-10	x	-4
CCOc1ccc(NS(=O)(=O)c2ccc(C(=O)NCCCN3CCOCC3)cc2)cc1	2	1	-5	-11	-10	8	-4	5
CC(=O)OC1CCC2(C)C(CCC3C2CC(=O)C2(C)C3CC(C(C(C)=O)C(C)=O)C2C(C)=O)C1 (stereo unspecified)	x	-1	-8	x	x	-17	x	-4

2 of the compounds above, in CSV form:
SMILES,APJ antag,CXCR6 inh,EBI2 block,Jurkat NFkB inh,697 NFkB inh,CCR6 antagonist,UBC13 inh,Gli-Sufu antag
Cc1ccc(CSC2=Nc3ccccc3C3=NC(CC(=O)NCc4ccco4)C(=O)N23)cc1 (stereo unspecified),-15,6,2,-30,-61,8,2,-4
Cc1cccc(N(Cc2cc(=O)[nH]c3ccccc23)C(=O)CCl)c1,10,-2,-2,7,-55,-3,3,9

The listing continues.
SMILES	APJ antag	CXCR6 inh	EBI2 block	Jurkat NFkB inh	697 NFkB inh	CCR6 antagonist	UBC13 inh	Gli-Sufu antag
COC(=O)CC1C(=O)NCCN1C(=S)Nc1ccccc1Cl (stereo unspecified)	13	-8	-4	5	7	8	-2	10
CC(CN1CCOCC1)OC(=O)C1COc2ccccc2O1 (stereo unspecified)	0	0	0	-12	-10	-4	-6	-1
COc1ccc(CCNC(=O)CSc2nc(N)c3c(C)c(C)oc3n2)cc1OC	12	2	1	8	11	-22	3	5
O=C(O)c1cccc(NC(=O)C2C3C=CC(C3)C2C(=O)OCC(F)(F)C(F)F)c1 (stereo unspecified)	17	2	-3	-2	1	6	-1	4
Cc1ccc(C)c(Nc2cc(C(=O)NCc3cccnc3)c3ccccc3n2)c1	-9	4	11	6	32	6	6	-6
O=C(O)C1CCCN1S(=O)(=O)c1ccc(Cl)c(Cl)c1 (stereo unspecified)	9	1	-7	2	-8	-8	4	-1
CCOC(=O)C(C)Oc1ncnc2cccc(F)c12 (stereo unspecified)	-4	-5	-5	-14	-21	8	4	-4
COc1cccc(-c2nc(-c3ccccn3)no2)c1OC	15	5	4	-44	-101	9	-9	-62
Cc1cccc2c(=O)cc(C(F)(F)F)[nH]c12	8	3	-2	0	-17	-23	-6	2
CS(=O)(=O)N1CCN(C(=O)CSc2ccccc2)CC1	17	-4	5	-6	-5	1	-1	-16
COc1ccc(Cn2c(SCC(=O)NCc3ccco3)nc3ccsc3c2=O)cc1	8	-4	8	-15	-17	2	66*	4
COC(=O)C(NC(=O)C(C)NC(=O)OCc1ccccc1)C(C)C (stereo unspecified)	1	2	2	-11	14	0	-2	-2
Cc1ccnc(N2C(=O)CSC2c2ccc(Cl)cc2)c1 (stereo unspecified)	4	-1	-1	-26	-23	14	-5	8
CCCCN(C(=O)c1ccc(Br)o1)C1CCS(=O)(=O)C1 (stereo unspecified)	-47	4	5	-13	-4	3	-3	4
COc1ccc(OC)c(NC(=O)C(=S)NC2CCCCC2)c1	-1	-5	-8	-9	-4	12	-5	-21

A second format for part of the listing above.
Compound | APJ antag | CXCR6 inh | EBI2 block | Jurkat NFkB inh | 697 NFkB inh | CCR6 antagonist | UBC13 inh | Gli-Sufu antag
CN(C)C(CNC(=O)C1CCN(S(=O)(=O)c2cc(Cl)ccc2Cl)CC1)Cc1ccccc1 (stereo unspecified) | x | 6 | 0 | x | x | 15 | x | 13
Cc1cc(Cl)c(S(=O)(=O)Nc2ccc3c(c2)OCCO3)cc1OCC(=O)NC1CCCCC1 | 5 | -2 | 16 | 7 | 9 | -1 | 3 | 11
CCOC(CCNC(=O)c1cn(-c2cccc(C)n2)cn1)OCC | 23 | -19 | -4 | -1 | -12 | -18 | 6 | -7

(list continues)
SMILES	APJ antag	CXCR6 inh	EBI2 block	Jurkat NFkB inh	697 NFkB inh	CCR6 antagonist	UBC13 inh	Gli-Sufu antag
COc1cccc2cc(C(=O)N3CCc4ccccc4C3)c(=O)oc12	20	-4	5	-7	8	5	8	-1
Brc1cccc(-c2nnc3n2CCC3)c1	11	1	0	14	-9	-1	-1	2
Cn1c(=O)c2c(nc(N3CCN(c4ccccc4)CC3)n2CCCc2ccccc2)n(C)c1=O	9	12	10	-34	-90	-5	-9	14
O=C(Nc1ccccn1)c1cc(-c2ccc(Cl)s2)nc2ccccc12	-42	-2	2	7	-16	0	47*	1
CCOc1ncnc2c1oc1nc(CC(C)C)c3c(c12)CC(C)(C)OC3	12	5	10	6	20	24	6	-1
CCOc1cc(/C=N/NC(=O)c2nnn(-c3nonc3N)c2C)ccc1OCc1ccc(F)cc1	19	0	52*	14	-6	-11	-12	-6
CCOC(=O)c1sc(NC(=O)CSc2nnc(-c3ccco3)o2)c(C(=O)OCC)c1C	7	15	10	-6	-7	1	-3	1
COc1ccc(S(=O)(=O)NC(CC(=O)NCCc2ccc(OC)c(OC)c2)C(C)C)cc1 (stereo unspecified)	13	2	-1	4	17	-1	17	5
CCOC(=O)c1sc(NC(=O)c2ccc(OC)cc2)nc1C	5	6	4	-43	-57	3	5	-122
COc1ccccc1CNC(=O)COC(=O)c1cccc(S(=O)(=O)N2CCOCC2)c1	-18	0	-5	10	20	-1	-4	-6
CN(C)S(=O)(=O)c1ccc(NC(=O)C2CC3C=CC2C3)cc1 (stereo unspecified)	-10	-12	1	-2	-2	10	-12	-4
O=C(COC(=O)c1ccccc1O)NNC(=O)c1ccc(Br)cc1	5	-4	-2	2	1	2	20	-9
CN(C)C(=O)c1ccc(NC(=O)CN2CCc3cc4c(cc3C2)OCCCO4)cc1	3	4	-5	13	15	2	-1	-4
O=c1c2cc(Br)ccc2[nH]c(=S)n1Cc1ccccn1	59*	51*	12	-16	-43	56*	37	0
O=C(/C=C/c1cnc2ccccc2n1)NC1CCCCCC1	-7	4	2	-77	-52	11	3	-72
CCOC(=O)c1sc(S(C)=O)c2c1CCc1conc1-2 (stereo unspecified)	2	-2	0	20	-33	4	-10	0
COC(=O)Cc1csc(NCc2ccccc2)n1	-9	-9	1	4	7	17	-1	17
O=c1ccc2ccc(Oc3ccc(Cl)cc3[N+](=O)[O-])cc2o1	-10	-9	8	-2	4	9	5	x
Cc1ccc(S(=O)(=O)N2CCCC2CNC(=O)c2ccccc2)cc1 (stereo unspecified)	-1	6	6	1	20	17	2	-6
CC(=O)c1ccc(NC(=O)C2CCCO2)cc1 (stereo unspecified)	-23	-2	-4	3	-3	3	-11	-7
O=C(/C=C/c1ccccc1Cl)c1ccc[nH]1	2	10	-22	-12	-28	12	-6	-19
CC1(C)CC(=O)C=C(NCc2ccco2)C1	14	-3	-4	-4	10	1	-3	-10
COc1ccc(N2C(=O)C3CCCCC3C2=O)cc1NC(=O)c1ccccc1 (stereo unspecified)	-3	2	-2	-6	11	7	5	0
O=[N+]([O-])c1c(Nc2ccc(Br)cc2)ccc2nonc12	-18	-11	0	4	6	2	-8	14
CN(CC(O)COc1ccccc1F)C1CCCCC1 (stereo unspecified)	9	8	-2	-5	16	0	3	-20
CCOC(=O)N1CCN(C(=O)c2cccc(NS(=O)(=O)c3ccc(F)c(F)c3)c2)CC1	-3	4	-13	5	-30	-1	-3	5
Cc1nn(-c2ccc(N3CCCCC3)nn2)c(C)c1CCC(=O)Nc1ccc(F)cc1	-28	-7	-8	-21	11	1	-4	-34
Nc1nc(N)c2sc3nc(C(F)(F)F)cc(C(F)(F)F)c3c2n1	0	-6	-2	10	8	-17	5	-2
CCC(=O)N1c2ccccc2NC2=C(C(=O)CCC2)C1c1cccnc1 (stereo unspecified)	-3	-4	-3	-3	28	2	0	-9
Cc1nn2c(-c3cccc(NC(=O)CSc4nc5ccccc5o4)c3)nnc2c2ccccc12	7	-3	-38	6	-6	-6	0	-18
Cc1ccc(-n2c(C)cc(/C=C3\NC(=O)NC3=O)c2C)c(C)c1	5	-2	4	1	-12	3	-1	-7
COc1cc(C(=O)NCCOc2cc(C)cc(C)c2)cc(OC)c1OC	-12	2	-6	37	-54	14	-2	-8
c1ccc(-c2nnc(SCc3cn4ccsc4n3)o2)cc1	-3	2	-9	-2	-18	11	-2	-44
N#C/C(=C\c1cccc([N+](=O)[O-])c1)c1ccccn1	-15	-3	11	-2	15	3	12	6
CC(=O)c1cc2c(C)cc(=O)oc2cc1O	-1	-3	-2	-2	-7	-16	10	-9
CC(C)c1ccc(NC2CCCN(C(=O)c3cnc4ccccn4c3=O)C2)cc1 (stereo unspecified)	10	4	-3	4	6	11	-1	-8
